NPYLR7 ag = activates Aedes aegypti NPYLR7 receptor; HEK293T NPYLR7/Galpha15, GCaMP6s calcium fluorescence; activation, % at 10 µM; hit rate 0.15% among 270,000; in the data active = activation above about 40%;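 also: 0% = vehicle and 100% = reference agonist at the receptor; some compounds past the cut are filed as inactive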
mcGAS lum = mouse cGAS inhibition by luminescence | Q8C6L5 | recombinant cGAS, Kinase-Glo ATP depletion luminescence | inhibition, % at 12.5 µM | hit rate 0.15% among 160,000 | AID 1259399;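 also: 0% = negative control wells and 100% = reference inhibitor with no enzyme activity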
hcGAS lum = inhibitors of human cGAS; recombinant h-cGAS, ATP depletion, Kinase-Glo luminescence; AID 1259398; hit rate 0.081% among 290,000; inhibition, % at 12.5 µM;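 also: 0% = vehicle reaction and 100% = reaction without DNA for no activity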
Target sequence (Q8N884 whole entry, looked up): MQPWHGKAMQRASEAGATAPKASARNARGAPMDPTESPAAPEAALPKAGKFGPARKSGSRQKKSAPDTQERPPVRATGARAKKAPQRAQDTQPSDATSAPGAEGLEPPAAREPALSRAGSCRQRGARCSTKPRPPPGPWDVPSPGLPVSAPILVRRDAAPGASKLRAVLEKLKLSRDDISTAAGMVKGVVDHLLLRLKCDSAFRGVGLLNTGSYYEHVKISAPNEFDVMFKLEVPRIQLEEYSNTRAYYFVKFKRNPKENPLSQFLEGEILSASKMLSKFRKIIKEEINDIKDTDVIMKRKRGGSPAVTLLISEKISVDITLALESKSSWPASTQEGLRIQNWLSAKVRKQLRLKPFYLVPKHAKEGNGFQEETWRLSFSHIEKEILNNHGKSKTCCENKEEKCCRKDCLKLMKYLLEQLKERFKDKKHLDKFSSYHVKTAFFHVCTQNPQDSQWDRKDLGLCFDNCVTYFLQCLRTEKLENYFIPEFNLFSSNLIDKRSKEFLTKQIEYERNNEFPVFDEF
Starred values were filed as active, the others as inactive; . = not tested or not shown; & = joins results of further samples. Rule as the data show it, unless noted: active = inhibition above about 40%; inactive = the rest. This is a random part of the collection; 0.29% or so of the library scored in one or more.

The line under a structure holds: NPYLR7 ag, hcGAS lum, mcGAS lum
- O=C1C2C3C=CC(C3)C2C(=O)N1c1cc(Cl)ccc1O (centres undefined)
→ -11.1, -3.1, -6.2
- CN(C(=O)c1ccc(OC(F)F)cc1)c1nc2ccccc2o1
→ 5.6, -6.2, -11.3
- CCCn1cc(C(=O)N2C[C@H]3CC=CC[C@H]3C2)c(C)n1
→ 8.2, -6.3, -13.2
- C=CCNC(=O)C(NC(=O)c1cccc(C)c1)C1CCN(C(=O)CCc2ccccc2)CC1 (centres undefined)
→ -3.9, -3.2, -3.7
- Cc1ccccc1C(=O)Nc1c2c(nn1C(C)(C)C)CS(=O)C2 (centres undefined)
→ 4.8, -5.4, .
- Cn1nc(N)c2c1NC(=O)CC2c1ccco1 (centres undefined)
→ 0.9, -10.0, .
- COc1cn(CC(=O)Nc2cc(C)cc(C)c2)c(CSc2nc(C)cs2)cc1=O
→ -3.4, -4.8, -5.8
- CCN(CC1CCOC1)C(=O)NCC1CCS(=O)(=O)C1 (centres undefined)
→ 4.3, -9.8, .
- CCc1ccc(N=Nc2sc3nc4c(c(=O)n(C)c(=O)n4C)n3c2O)cc1
→ 1.6, 7.1, .
- COc1cc(C(=O)Nc2cc(=O)n(C)c(=O)n2C)cc(OC)c1OC
→ 7.6, -26.8, -7.3
- CN(C)S(=O)(=O)c1c[nH]c(C(=O)NCc2cccs2)c1
→ -11.0, 2.3, -2.0
- CC(C)Cn1c(CN2CCn3cccc3C2C)cnc1S(=O)(=O)Cc1ccccc1 (centres undefined)
→ ., -7.2, -10.3
- CNc1cncc(-c2ccccc2F)n1
→ 6.4, -11.0, .
- Cc1ccc(C2c3c(oc4cc(C)c(C)cc4c3=O)C(=O)N2c2nccs2)cc1 (centres undefined)
→ 5.6, -5.8, .
- CCC1CN(Cc2nc(Cc3ccccc3)no2)CCN1CCOC (centres undefined)
→ -0.5, -9.7, .
- O=[N+]([O-])c1c(Cl)ncnc1N1CCCCC1CO (centres undefined)
→ 13.7, -8.5, .
- Cc1cn2c3c(=O)n(C)c(=O)n(C)c3nc2n1Cc1c(F)cccc1Cl
→ -1.1, -1.3, .
- CC(C)CN1CCC(NCc2ccccc2-n2ccnc2)CC1
→ -10.2, -2.1, -0.2
- CC(C)(C)C1CC=C2C(C#N)C(=N)C(C#N)(C#N)C(c3c[nH]c4ccccc34)C2C1 (centres undefined)
→ 3.4, 2.8, 2.5
- Cc1csc(NC(=O)C(=O)N2CCN(C)C3(CCN(C)CC3)C2)n1
→ 20.5, -1.2, -10.2

7 entries out of the list, ordered by number of heavy atoms, largest number first.
The line under a structure holds: NPYLR7 ag, hcGAS lum, mcGAS lum
- C=CCNC(=O)C(NC(=O)c1cccc(C)c1)C1CCN(C(=O)CCc2ccccc2)CC1 (centres undefined)
→ -3.9, -3.2, -3.7
- CC(C)Cn1c(CN2CCn3cccc3C2C)cnc1S(=O)(=O)Cc1ccccc1 (centres undefined)
→ ., -7.2, -10.3
- Cc1ccc(C2c3c(oc4cc(C)c(C)cc4c3=O)C(=O)N2c2nccs2)cc1 (centres undefined)
→ 5.6, -5.8, .
- CCC1CN(Cc2nc(Cc3ccccc3)no2)CCN1CCOC (centres undefined)
→ -0.5, -9.7, .
- Cc1csc(NC(=O)C(=O)N2CCN(C)C3(CCN(C)CC3)C2)n1
→ 20.5, -1.2, -10.2
- CC(C)CN1CCC(NCc2ccccc2-n2ccnc2)CC1
→ -10.2, -2.1, -0.2
- CCN(CC1CCOC1)C(=O)NCC1CCS(=O)(=O)C1 (centres undefined)
→ 4.3, -9.8, .

Continued:
The line under a structure holds: NPYLR7 ag, hcGAS lum, mcGAS lum
- CCOC(=O)C1CCCN(C(=O)c2cccc(Nc3c(Oc4ccc(F)cc4F)cnn(C)c3=O)c2)C1 (centres undefined)
→ 1.5, 1.1, -3.6
- COc1ccc(C(=O)Nc2ccnn2C2CCN(Cc3cn(C)nc3C)CC2)cc1
→ 1.7, -3.5, .
- O=[N+]([O-])c1ccc(Sc2nc3ccccc3s2)nc1
→ 5.6, -8.4, .
- CCc1cc2c(SCC(=O)NC(C)C)ncnc2s1
→ 2.2, -10.2, .
- CCn1ncc(S(=O)(=O)N2CCC3(CCC(=O)N(C)CC3)CC2)c1C
→ 2.2, -8.7, .
- CCOC(=O)c1nn(-c2ccc(C)cc2)c(=O)cc1OS(=O)(=O)c1c(C)cc(C)cc1C
→ -0.2, -5.9, -6.8
- Cc1ccc(S(C)(=O)=O)cc1NC(=O)c1ccc(S(=O)(=O)N2CC(C)OC(C)C2)cc1 (centres undefined)
→ 7.5, -4.6, .
- O=C(CC(c1ccccc1)c1ccccc1)NCCn1ncccc1=O
→ 2.0, -4.1, .
- CN(C)S(=O)(=O)c1ccc(=O)n(CC(=O)N2CCSc3ccccc32)c1
→ 13.7, -6.5, .
- CN(C)CCN(C(=O)CCCS(=O)(=O)c1ccccc1)c1nc2ccc(Cl)cc2s1
→ 0.5, -3.8, -6.9
- CC(=O)Nc1ccsc1-c1nc(CC2CCN(C)CC2)no1
→ 2.6, -10.5, .
- COc1cc(CC(=O)O)ccc1O
→ -6.1, 3.9, -0.6
- CC(NC(=O)c1cc2ccccc2o1)C1CC2CCC1C2 (centres undefined)
→ -0.1, -1.1, .
- Cc1cccn2c(NC(C)(C)CC(C)(C)C)c(-c3cccc(OC(=O)c4ccc(Br)cc4)c3)nc12
→ 11.7, -7.0, -5.6
- CN(CCc1ccccn1)C(=O)c1ccc(C#CC(C)(C)O)o1
→ -3.9, -6.0, -9.7
- CC(C)NC(=O)CN1CCN(C(=O)CCN2C(=O)CCNC2=S)CC1
→ -1.5, -0.3, -5.0
- O=C(Nc1ccc(N2CCN(C(=O)C3COc4ccccc4O3)CC2)nc1)c1ccc(F)cc1 (centres undefined)
→ 2.1, -3.7, -5.7
- CC(C)n1cccc1C(=O)N(C)CC1CCN(CCO)CC1
→ ., -13.1, -4.8
- O=C(C1=Cc2ccccc2OC1)N1CCN(S(=O)(=O)c2ccccc2Cl)CC1
→ -1.7, -3.5, -9.4
- O=C(O)C1(C/C=C/c2ccccc2)CCCN(c2ncccn2)C1 (centres undefined)
→ 1.2, -3.4, .

4 of the compounds above, with each value named:
Structure: Cc1cccn2c(NC(C)(C)CC(C)(C)C)c(-c3cccc(OC(=O)c4ccc(Br)cc4)c3)nc12
  NPYLR7 ag = 11.7	hcGAS lum = -7.0	mcGAS lum = -5.6

Structure: CCOC(=O)c1nn(-c2ccc(C)cc2)c(=O)cc1OS(=O)(=O)c1c(C)cc(C)cc1C
  NPYLR7 ag = -0.2	hcGAS lum = -5.9	mcGAS lum = -6.8

Structure: O=[N+]([O-])c1ccc(Sc2nc3ccccc3s2)nc1
  NPYLR7 ag = 5.6	hcGAS lum = -8.4	mcGAS lum = .

Structure: CN(C)S(=O)(=O)c1ccc(=O)n(CC(=O)N2CCSc3ccccc32)c1
  NPYLR7 ag = 13.7	hcGAS lum = -6.5	mcGAS lum = .

(continued)
The line under a structure holds: NPYLR7 ag, hcGAS lum, mcGAS lum
- Cc1ccc(NCc2ccc(C(=O)NCCc3cnc[nH]3)cc2)cc1
→ 4.8, -3.1, -10.0
- CCOC(=O)[C@H]1C[C@@H]2O[C@H]1[C@H]1CN(C(=O)CC(C)(C)C)C[C@H]1[C@@H]2O
→ -2.2, 5.3, 1.0
- O=C(Nc1cccc2ccccc12)N1CCc2nc(Cc3ccc(F)cc3)[nH]c(=O)c2C1
→ 5.2, -5.7, -3.9
- CC1(C(=O)NCc2ccccc2Br)CCN1Cc1c(F)cccc1F (centres undefined)
→ 8.5, -10.3, .
- CCOCCOC(=O)Cn1cnc2c1c(=O)n(C)c(=O)n2C
→ 8.6, -9.3, .
- Nc1nnc(-c2cc3cc(Cl)cc(Cl)c3oc2=O)s1
→ -6.7, -3.9, -5.4
- CCc1cc(-c2c(F)cccc2OC)ccc1NC(C)=O
→ 0.1, -2.0, .
- CN1CCN(C)C2(CCN(C(=O)C3(c4ccc(Cl)cc4)CCC3)CC2)C1
→ -1.3, -4.3, .
- OC(COc1ccccc1)CN(Cc1ccccc1)Cc1c(-c2ccccc2)noc1N1CCOCC1 (centres undefined)
→ 12.6, -7.7, -7.7
- CCCC(=O)OCc1[nH]c(C(=O)OCC)c(C)c1C(=O)OCC
→ 15.7, -1.4, .
- COc1cccc(CC2CN(C(=O)CNC(N)=O)CCO2)c1 (centres undefined)
→ ., 0.4, -10.0
- CC(C)(C)c1ccc(S(=O)(=O)N2CCN(C(=O)CCN3CCc4sccc4C3c3ccccc3)CC2)cc1 (centres undefined)
→ 19.8, -8.8, -4.2
- COc1ccccc1CN(C(=O)c1cccc2cccnc12)C1CC1
→ -2.4, -1.3, -13.7
- Cc1[nH]c2ccc(Cl)cc2c1CCNc1ncnc2c1CCNC2
→ 5.5, -3.6, -3.7
- O=C(CN1CCOCC1)Nc1ccc(S(=O)(=O)N2CCCC2)cc1
→ 1.4, -7.4, -8.6
- O=C(Nc1ccccc1O)c1ccc(N2C(=O)C3C4C=CC(C4)C3C2=O)cc1 (centres undefined)
→ -3.3, -8.3, -6.7
- O=C(c1ccco1)N1CCC(c2nc(-c3c(Cl)cccc3Cl)no2)CC1
→ -7.9, -6.1, -7.0
- O=C(CN1C(=O)CSc2ccccc21)NC1COc2ccccc2C1 (centres undefined)
→ 7.7, -14.9, .
- CCOC(=O)C1=C(C)N=c2s/c(=C/c3ccc(Cl)cc3Cl)c(=O)n2C1c1cccs1 (centres undefined)
→ 0.8, -3.2, .
- Cc1cccc([N+](=O)[O-])c1N=Nc1c(C)[nH]n(-c2nc(-c3ccc(Br)cc3)cs2)c1=O
→ 11.7, -18.1, -8.0

Taken from above:
In hcGAS lum, `O=C(O)C1(C/C=C/c2ccccc2)CCCN(c2ncccn2)C1` (centres undefined) reads -3.4
In hcGAS lum, `Nc1nnc(-c2cc3cc(Cl)cc(Cl)c3oc2=O)s1` reads -3.9

(listing goes on)
The line under a structure holds: NPYLR7 ag, hcGAS lum, mcGAS lum
- CC(C)NC(=O)[C@@H]1C[C@H](N)CN1C(=O)c1ccc(CN2CCCCCC2)cc1
→ 2.4, -5.6, .
- Cc1cc(F)c2c(c1)CCCN2C(=O)C1CC(=O)N(C(C)C)C1 (centres undefined)
→ 0.4, -0.5, .
- Cc1cccc(Nc2nc(N3CCOCC3)nc3c2cnn3-c2ccccc2)c1
→ 0.8, -3.9, -7.8
- CC1(C(=O)Nc2ccccc2)CCN1C(=O)CCC1CCCC1 (centres undefined)
→ 3.6, -7.9, .
- Cc1nn(C)c(C)c1C(C)C(=O)O (centres undefined)
→ 7.6, -8.0, .
- Cc1nc(N2CCN(c3ccccn3)CC2)nc2c1C(=O)CC(c1ccco1)C2 (centres undefined)
→ -5.8, -8.5, .
- CCC(C)Nc1nc(C)nc2c1sc1nc3c(cc12)COC(C)(C)C3 (centres undefined)
→ 14.0, -3.1, -2.1
- CN/C(=C/[N+](=O)[O-])NCCSCc1csc(CN(C)C)n1
→ 0.2, -8.4, 11.2
- Cc1noc2nc3c(c(C(=O)N4C[C@@H](N)C[C@H]4C(=O)NC(C)C)c12)CCC3
→ 3.0, 4.7, .
- Cc1cccc(NC(=O)N(Cc2c(C)nn(-c3cccc(F)c3)c2N2CCN(C(C)C)CC2)C(C)C)c1
→ -0.1, -3.6, -5.1
- CCCN(C(=O)CSc1ncn[nH]1)C1CCS(=O)(=O)C1 (centres undefined)
→ -2.0, 2.3, .
- O=C(CNC1CCCCCC1)NCCc1ccc(F)cc1
→ -9.3, -1.6, -11.3
- Cc1nc2ccccc2nc1CSC(C)C(=O)NC(C)(C)C (centres undefined)
→ -20.6&5.5, 4.3&-7.3, -17.8
- CC(=O)Nc1ccc(N=Nc2c(C)[nH]n(-c3nc(-c4ccc(Cl)cc4)cs3)c2=O)cc1
→ -8.8, -5.9, -6.1
- O=C(Cc1ccccc1[N+](=O)[O-])NC1CCCCCC1
→ 13.0, -9.1, -5.0
- Nc1ccccc1NC(=O)c1ccc(CNC(=O)OCc2cccnc2)cc1
→ -3.9, -6.0, -10.0
- CCC(C)N(C(=O)CSc1nc(N)cc(=O)[nH]1)C1CCS(=O)(=O)C1 (centres undefined)
→ -1.5, -3.0, .
- CCCCN(Cc1ccco1)C(=O)c1c(C)nn(CC)c1C
→ -4.5, -7.1, .
- Cc1ccc(NC(=O)C2CC(=O)N(c3ccccc3)C2)c(C)c1 (centres undefined)
→ -8.2, -0.6, -3.6
- N#Cc1c(SCC(N)=O)nc(-c2ccccc2)c2c1CCCC2
→ 8.8, -2.9, -4.8

Single records (already shown). Order of screens: NPYLR7 ag, hcGAS lum, mcGAS lum
`CCC(C)N(C(=O)CSc1nc(N)cc(=O)[nH]1)C1CCS(=O)(=O)C1` (centres undefined) reads -1.5, -3.0, .
`Cc1nc(N2CCN(c3ccccn3)CC2)nc2c1C(=O)CC(c1ccco1)C2` (centres undefined) reads -5.8, -8.5, .

Next part:
The line under a structure holds: NPYLR7 ag, hcGAS lum, mcGAS lum
- COc1ccc(NC(=O)CN2CN(c3ccccc3)C3(CCN(C(=O)c4ccc(OC)cc4OC)CC3)C2=O)cc1
→ 22.7, -5.0, -4.5
- Cn1ncc2c(N3CCOCC3)nc(N3CCCCCC3)nc21
→ 5.0, -7.1, -7.6
- Cc1c(CN2CCc3c([nH]c4ccccc34)C2C(C)C)c(=O)n(-c2ccccc2)n1C (centres undefined)
→ 0.6, -9.1, -11.8
- O=C(CCCn1nc(-c2ccc(F)cc2)ccc1=O)N1CCc2ccccc21
→ 8.6, -7.5, -8.5

Screens deposited in PubChem BioAssay by Fisher Drug Discovery Resource Center.
